RBBP9 inhibitor: human RBBP9 inhibitors, primary screen, biochemical, fluorescence polarization, FP-Rh probe, HTS. Serine hydrolase RBBP9 (Homo sapiens), O75884. recombinant RBBP9. inhibition, % at 7.94 µM. 0.2% of 220,000 active. AID 1515, 2009;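 active means inhibition above the campaign mean of all tested compounds plus 3 SD, cut at about 14% in these data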;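 further: plate controls were DMSO wells with RBBP9 for no effect and wells lacking RBBP9 protein for full effect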
Target sequence (O75884 whole entry, looked up): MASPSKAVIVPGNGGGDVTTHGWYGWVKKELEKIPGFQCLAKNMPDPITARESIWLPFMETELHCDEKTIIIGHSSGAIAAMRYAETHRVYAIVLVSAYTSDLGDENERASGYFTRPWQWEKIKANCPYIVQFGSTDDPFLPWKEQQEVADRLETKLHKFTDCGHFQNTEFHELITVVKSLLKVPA
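Test system: recombinant human RBBP9; Timing: 30 min then 45 min, 25 °C; Detection: fluorescence polarization; Control set: RBBP9 with DMSO as uninhibited control, no-protein wells as full inhibition; Compound dosing: one concentration, 7.94 µM nominal, 0.794% DMSO; Probe or stimulus: FP-Rh activity-based probe, 375 nM before mixing.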
Runt-CBFb FRET: inhibitors of RUNX1 Runt–CBFb binding, primary screen, biochemical, FRET, Cerulean-Runt, Venus-CBFb, uHTS. Runt-related transcription factor 1 (Homo sapiens) + Core-binding factor subunit beta …. 0.46% of 220,000 active. inhibition, % at 20 µM. Cerulean-Runt/Venus-CBFb FRET ratio 530/480, 1 h;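 active means inhibition over about 50% at 20 µM in the single-dose screen, limit read from the data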;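 further: 0% = DMSO wells and 100% = excess unlabeled CBFb competitor control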
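Measured by: fluorescence energy transfer, 422 nm excitation, 530/480 nm emission; test system: Cerulean-tagged RUNX1 Runt domain (FRET donor) fusion protein; buffer or medium: Tris pH 7.5 buffer with BSA; compound: one dose, 20 µM compound, 1% DMSO; times: two 1 h room-temperature incubations shielded from light; benchmarks: unlabeled CBFb 5 µM, positive control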
Tb hexokinase: Trypanosoma brucei hexokinase 1 inhibitors, primary screen, biochemical, G6PDH-coupled NADH absorbance, MLSCN library. inhibition, % at 10 µM. 0.11% of 220,000 active. recombinant TbHK1, G6PDH-coupled NADH A340;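 active means inhibition of 50% or more in the single-dose primary screen; inactive means inhibition below 50%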
p97 inhibitor: inhibitors of human p97 ATPase, primary screen, biochemical | recombinant p97 ATPase, Kinase-Glo ATP luminescence, 3 h | inhibition, % at 8 µM | 0.42% of 220,000 active; in the data active means inhibition above about 15%;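 further: 0% = DMSO vehicle and 100% = wells lacking enzyme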
Runt-SMMHC FRET: inhibitors of RUNX1 Runt–CBFb-SMMHC binding, primary screen, biochemical, FRET, Cerulean-Runt, Venus-CBFb-SMMHC, uHTS; Runt-related transcription factor 1 (Homo sapiens) + Core-binding factor subunit beta …; Cerulean-Runt/Venus-CBFb-SMMHC FRET ratio 530/480, 1 h; inhibition, % at 20 µM; 0.74% of 220,000 active; AID 1434, 2008;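 active means mean inhibition across duplicate retests at 20 µM reaching about 50%, limit read from the data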;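 further: 0% = DMSO wells and 100% = wells with excess untagged CBFb-SMMHC; inhibitors lower the FRET ratio by blocking Runt binding to CBFb-SMMHC; some results filed as inactive read as strong as hits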
m-calpain inh: inhibitors of pig calpain II, primary screen, biochemical, fluorogenic peptide substrate, 1536-well; inhibition, % at 16 µM; purified calpain II, 30 min; 0.37% of 220,000 active;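 active means inhibition above about 50%, limit read from the data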
p47phox inh: p47phox/p22phox peptide binding inhibitors, primary screen, biochemical, uHTS, NADPH oxidase regulatory subunit. fluorescence polarization, 2 h. inhibition, % at 24.7 µM. 0.53% of 220,000 active;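 active means inhibition above about 30%, limit read from the data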;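 further: 0% = p47phox with labelled peptide and 100% = labelled peptide alone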
Furin inh: human furin inhibitors, primary screen, biochemical, fluorescence intensity; purified furin, fluorogenic substrate cleavage; P09958; 0.061% of 220,000 active; inhibition, % at 30 µM; in the data active means inhibition above about 25%; further: inactives centre near -15
Target sequence (P09958 108-714 limits assumed): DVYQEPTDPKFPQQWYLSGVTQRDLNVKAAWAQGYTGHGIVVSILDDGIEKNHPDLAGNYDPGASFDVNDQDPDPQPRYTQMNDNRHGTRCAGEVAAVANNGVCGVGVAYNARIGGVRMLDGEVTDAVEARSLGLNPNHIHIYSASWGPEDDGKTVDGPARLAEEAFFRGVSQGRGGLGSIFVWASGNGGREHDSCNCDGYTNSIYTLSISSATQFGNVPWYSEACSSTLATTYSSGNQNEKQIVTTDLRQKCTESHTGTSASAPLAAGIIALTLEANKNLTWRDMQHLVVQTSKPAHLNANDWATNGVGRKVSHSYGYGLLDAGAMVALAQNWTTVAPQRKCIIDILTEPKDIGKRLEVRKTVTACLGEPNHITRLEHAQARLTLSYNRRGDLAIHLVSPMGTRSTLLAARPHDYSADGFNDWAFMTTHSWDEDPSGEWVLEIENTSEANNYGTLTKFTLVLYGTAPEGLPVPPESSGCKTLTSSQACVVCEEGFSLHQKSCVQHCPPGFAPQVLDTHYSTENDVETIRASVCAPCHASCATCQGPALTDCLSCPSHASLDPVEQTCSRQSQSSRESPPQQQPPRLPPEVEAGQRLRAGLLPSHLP
EBV gp42 inh: Epstein-Barr virus gp42 inhibitors, primary screen, biochemical, uHTS, fluorescence polarization | Fluorescence polarization binding assay, mP read-out | inhibition, % (tested at 21.74 µM) | 0.42% of 220,000 active; in the data active means inhibition above about 50%
Target sequence (Q1HVG2 whole entry, looked up): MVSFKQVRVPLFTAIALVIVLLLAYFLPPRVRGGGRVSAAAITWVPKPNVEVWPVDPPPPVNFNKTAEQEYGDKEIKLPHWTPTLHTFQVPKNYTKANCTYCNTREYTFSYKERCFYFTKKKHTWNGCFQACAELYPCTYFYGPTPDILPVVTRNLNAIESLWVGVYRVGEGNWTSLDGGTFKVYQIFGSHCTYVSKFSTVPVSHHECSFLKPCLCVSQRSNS
* hit, by the source's call; . = not tested or not shown; [ ] = dose if it differs, or a comment. This is a random part of the collection; about 2.7% have a hit in one of these screens.

SMILES	RBBP9 inhibitor	Runt-CBFb FRET	Tb hexokinase	p97 inhibitor	Runt-SMMHC FRET	m-calpain inh	p47phox inh	Furin inh	EBV gp42 inh
CC(=O)c1cc(OC(=O)N2CCOCC2)ccc1OC(=O)N1CCOCC1	-5	-3	4	3	3	-17	-7	-21	-16
Cc1ccc(NC(=O)NCc2ccc3c(c2)OCO3)cc1C	-9	-1	-3	0	-2	41	-1	-28	-40
CCN(CC)S(=O)(=O)c1ccc2c(c1)c(=O)c(C(=O)NCc1cccs1)cn2C	-4	-6	-13	2	-4	-23	-18	-29	-9
Cc1cc(C)c(C#N)c(SCc2nnc(-c3ccccc3)o2)n1	-4	6	18	1	1	15	-17	-12	-6
O=S(=O)(NNc1ccc(Cl)nn1)c1ccc(F)cc1	-5	26	4	4	19	4	-5	-9	-16
O=C(CN1C(=O)CSc2ccccc21)N/N=C/c1ccco1	-6	0	-6	2	0	-26	-15	-24	-8
CCOC(=O)c1c(C)n(C)c2ccc(OC)c(NC(=O)CN3CCSCC3)c12	-6	2	-10	-3	-2	21	-3	-21	9
Cc1cccc(OCc2nc(-c3cccnc3)no2)c1	1	1	-1	4	0	-9	4	-27	-7
CC(=O)Nc1ccc(OCC(O)CN2CCN(c3cc(Cl)ccc3C)CC2)cc1 (stereo not drawn)	-3	-3	-4	-6	1	-1	-3	-15	-9
Cc1cc(Cl)ccc1OCC(=O)N/N=C/c1ccc(OC2OC(CO)C(O)C(O)C2O)cc1 (stereo not drawn)	12	0	1	-7	0	33	6	-6	-1
O=C(O)c1ccc(CNCc2ccc(Cl)cc2)cc1	-4	7	1	5	1	2	1	5	-26
COC(=O)c1sc2ccccc2c1N	-7	6	-14	3	2	-407	-5	-65	-15
COC(=O)CC(NC(=O)c1cccs1)c1ccc(OC)c(OC)c1 (stereo not drawn)	-1	0	-8	4	0	-22	-7	-18	-1
O=C(c1cccc2nc3ccccc3nc12)N1CCOCC1	-5	0	-11	-2	0	12	6	-10	6
N#Cc1ccc(C23CC4(C2)[C@H](CN(Cc2cccnc2)[C@@H]4c2ccccc2)C3c2ccccc2)cc1 (stereo partly drawn)	.	3	-5	.	-2	-30	-21	-23	-17
N#C/C(=C\c1ccc(N2CCOCC2)o1)c1ccccc1	2	10	-6	-4	4	13	-12	-3[20 µM]	-111
CCOC(=O)c1c(C)nc2sc3c(c2c1-c1ccc(OC)cc1)NC(c1ccc(OC)cc1)NC3=O (stereo not drawn)	-8	.	3	0	-15	-87	-10	-25[20 µM]	-19
Cc1ccc(/C(N)=N/OC(=O)c2ccco2)cc1	4	-2	-1	-2	1	-24	-9	-15[20 µM]	-11
Cc1ccccc1N=Cc1cc2c(cc1O)OC(N)=C(C#N)C2c1ccccc1 (stereo not drawn)	5	71*	-20	6	109*	3	-89	-6	3
CCc1c(O)nc(SCc2ccccc2)n(C(C)CC)c1=O (stereo not drawn)	-5	0	-2	1	-3	7	-3	-25	-20
CCCc1cc(C(=O)NC2CCCCC2)no1	-8	2	-2	3	0	4	-6	-21	-19
Nc1nc(COc2ccc3ccccc3c2)cs1	1	2	7	2	-4	-13	-4	-25[20 µM]	-12
Cc1cc(/C=C2\SC(=S)NC2=O)cc(C)c1O	-32	-14	-11	8	-36	6	-136	-11	-21
N#C/C(=N\Nc1ccccc1)C(=N)N1CCCCC1	-2	0	-26	2	2	7	0	5[20 µM]	-6
Cc1cc(-c2n[nH]c(=S)n2/N=C/c2ccc(Br)s2)n[nH]1	-2	14	-1	0	20	-41	-4	-2	8
COc1ccc(Cc2nnc(SCC(=O)NCc3ccco3)o2)cc1	-6	-1	3	3	0	-53	-4	-27[20 µM]	-34
O=C(NN1C(=O)/C(=C/C=C/c2ccccc2)SC1=S)c1ccncc1	-1	8	-4	6	-2	-28	-7	-13	-3
CCN(CC(=O)Nc1ccc(NC(C)=O)cc1)CC(=O)Nc1ccccc1C(=O)c1ccccc1	3	-4	-3	2	-10	3	-5	-17	-7
O=C(c1cc(N2CCCCC2)nc2ccccc12)N1CCOCC1	-1	0	7	0	4	-189	-8	0	-23
CCCCCC(=O)NC(NC(=S)Nc1ccc(S(N)(=O)=O)cc1)C(Cl)(Cl)Cl (stereo not drawn)	-9	.	8	5	2	14	-17	-8	0
Cc1ccccc1CNC(=O)c1ccc(CSCc2ccccc2)cc1	-10	-2	15	2	3	26	-19	-18[20 µM]	-5
CCN(CC)C(=O)CSc1nnc(CCN)o1	-5	0	0	-1	0	13	-3	-19	-11
O=C(NC1CC1)c1cc2c(s1)CS(=O)(=O)C2	-6	3	-1	1	0	24	-5	-27	2
C/C=C/C(=O)Nc1cccc(C2=NOC3(C2)C[C@@H](C(N)=O)N(C(=O)C(c2ccccc2)c2ccccc2)C3)c1 (stereo partly drawn)	.	-2	-26	.	2	-37	-13	-17	-10
O=C(COc1ccc(Cl)cc1Cl)NCCSc1ccc(Cl)cc1	4	-3	-3	-5	-3	0	2	-24[20 µM]	-6
N#Cc1nc(-c2ccco2)oc1N1CCC(Cc2ccccc2)CC1	10	1	-6	-3	-1	-37	-18	-20[20 µM]	-15
O=C(CCCCCN1C(=O)c2cccc3cccc(c23)C1=O)NC1CCS(=O)(=O)C1 (stereo not drawn)	-9	1	-37	2	2	17	-1	-13	-3
N#Cc1c(-c2ccco2)nc(SCC(=O)Nc2cccc(Cl)c2)[nH]c1=O	-15	17	3	3	6	-9	-9	-16	12
Cc1ccc(C(=O)NCCc2ccccn2)cc1S(=O)(=O)N1CCOCC1	-4	-1	3	1	0	-14	3	-25	12
CNC(=S)N=Nc1c(O)[nH]c2ccc(C(C)C)cc12	-6	0	-10	-3	2	25	5	-8	5

Rewritten in markdown: seven of the compounds above.
| smiles | RBBP9 inhibitor | Runt-CBFb FRET | Tb hexokinase | p97 inhibitor | Runt-SMMHC FRET | m-calpain inh | p47phox inh | Furin inh | EBV gp42 inh |
| --- | --- | --- | --- | --- | --- | --- | --- | --- | --- |
| CCN(CC)C(=O)CSc1nnc(CCN)o1 | -5 | 0 | 0 | -1 | 0 | 13 | -3 | -19 | -11 |
| O=C(NC1CC1)c1cc2c(s1)CS(=O)(=O)C2 | -6 | 3 | -1 | 1 | 0 | 24 | -5 | -27 | 2 |
| C/C=C/C(=O)Nc1cccc(C2=NOC3(C2)C[C@@H](C(N)=O)N(C(=O)C(c2ccccc2)c2ccccc2)C3)c1 (stereo partly drawn) | . | -2 | -26 | . | 2 | -37 | -13 | -17 | -10 |
| O=C(COc1ccc(Cl)cc1Cl)NCCSc1ccc(Cl)cc1 | 4 | -3 | -3 | -5 | -3 | 0 | 2 | -24[20 µM] | -6 |
| N#Cc1nc(-c2ccco2)oc1N1CCC(Cc2ccccc2)CC1 | 10 | 1 | -6 | -3 | -1 | -37 | -18 | -20[20 µM] | -15 |
| O=C(CCCCCN1C(=O)c2cccc3cccc(c23)C1=O)NC1CCS(=O)(=O)C1 (stereo not drawn) | -9 | 1 | -37 | 2 | 2 | 17 | -1 | -13 | -3 |
| N#Cc1c(-c2ccco2)nc(SCC(=O)Nc2cccc(Cl)c2)[nH]c1=O | -15 | 17 | 3 | 3 | 6 | -9 | -9 | -16 | 12 |

Further compounds:
SMILES	RBBP9 inhibitor	Runt-CBFb FRET	Tb hexokinase	p97 inhibitor	Runt-SMMHC FRET	m-calpain inh	p47phox inh	Furin inh	EBV gp42 inh
CC(C)Cn1c(N)c(C(=O)COC(=O)c2cccnc2Cl)c(=O)n(C)c1=O	-7	0	-1	1	-1	3	20	-10	-14
O=C(c1ccco1)N1CCN(C(=O)C(Sc2ccccc2)c2ccccc2)CC1 (stereo not drawn)	0	-1	1	1	-6	-12	19	-17[20 µM]	-16
COC(=O)c1nn(-c2ccccc2)c(=O)cc1Sc1ccc(Cl)cc1	0	0	-3	7	-1	-4	-13	-15	-18
Cc1nc(C)n(C(=O)N(c2ccccc2)c2ccccc2)n1	-9	0	3	0	-2	3	5	-16[20 µM]	-3
OCCN1CNC(=S)NC1	-1	1	-3	3	-2	-7	-14	-12	-19
Cc1c(NC(=O)/C=C/c2ccc(S(=O)(=O)N3CCOCC3)cc2)c(=O)n(-c2ccccc2)n1C	-7	2	-10	-3	-2	-22	-8	-8	2
CC(C)C(NC(=O)C1CCCCC1)C(=O)NC1CCN(Cc2ccccc2)CC1 (stereo not drawn)	-10	1	11	-6	-2	15	4	-16	-5
c1ccc(-c2nnc3sc(-c4ccncc4)nn23)cc1	1	3	-3	-5	1	-8	-18	-17[20 µM]	-8
CCO/C=C/C(=O)N(C)CCC#N	-2	3	8	3	4	-21	-2	-23	-15
COc1cc(C(N)=O)cc(Br)c1OCc1ccccc1	1	0	0	2	0	0	-13	-18	-16
O=C(O)Cc1ccc(NS(=O)(=O)c2ccccc2Cl)cc1	-3	0	-3	5	-2	-3	-4	-25	-5
CN(C)S(=O)(=O)c1cc(NC(=O)CN2CCc3ccccc32)ccc1Cl	-8	-2	-4	7	-12	-155	-46	-34	-9
COc1ccc(-c2nn(-c3ccccc3)cc2C(=O)OCC(=O)c2ccc(C)c([N+](=O)[O-])c2)cc1	1	4	8	0	0	7	-21	-18	-13
O=C(NC(CC(=O)N1CCN(c2ccccc2)CC1)c1ccccc1)c1ccccc1Cl (stereo not drawn)	0	-2	30	10	4	20	-14	-7	-20
CCOC(=O)c1nnn(-c2nonc2-n2cccc2)c1CN1CCC(C)CC1	-4	.	5	-2	-11	9	-19	-17	-22
Cc1cc(C)cc(C(=O)Nc2ccc(NC(=O)Cc3ccccc3)cc2)c1	6	-1	-9	-2	-8	0	1	-25	1
CCSc1nnc(-c2cccnc2)n1-c1ccc(Cl)c(C)c1	-3	-1	-6	1	2	1	0	-18[20 µM]	5
CC1CCCCN1CCn1cnc2c([nH]c3ccccc32)c1=O (stereo not drawn)	-2	-6	-8	0	2	-47	-15	-9	-8
NC(=O)C1CCN(Cc2nc3cc(C(F)(F)F)ccc3c(=O)[nH]2)CC1	-11	-2	4	-3	-1	3	-13	-22	-6
CCN(CC)C(=S)Nc1ccc(C(=O)OC)cc1	-2	0	-4	5	4	-13	-11	-24	-19
O=C(O)CSCC(=O)Nc1cccc2ccccc12	-13	-2	7	6	-5	1	-4	-25	-13
O=C(N/N=C/C1C(c2ccccc2)C1(Cl)Cl)c1cccc(Cl)c1 (stereo not drawn)	-10	3	11	-7	3	8	-9	-7	3
C=CCNC(=S)Nc1sc2c(c1C(=O)OCC)CC(C)(CC)OC2 (stereo not drawn)	-7	8	-12	0	3	13	-10	-17	2
CC(C)Cn1c(N)c(C(=O)CSc2cc(Cl)ccc2Cl)c(=O)n(C)c1=O	3	0	0	1	6	0	-24	-15	2
COC(=O)c1cc(-c2cccs2)[nH]n1	-8	2	5	1	-5	-30	2	-21	-5
CC(=O)Nc1ccc(C(=O)CSc2nnc(-c3ccc(O)cc3)n2CC2CCCO2)cc1 (stereo not drawn)	-9	-1	-1	-7	-3	3	-6	-26	-19
CCOC(=O)C1=C(C)NC2=C(C(=O)CCC2)C1c1ccc(N(C)C)cc1 (stereo not drawn)	3	4	-9	6	2	4	-18	-17	-14
Cc1ccc(NCCC(=O)c2cccc([N+](=O)[O-])c2)cc1	-1	0	1	5	1	11	-6	-20[20 µM]	-17

Compound activity: PubChem BioAssay, several laboratories
